# High-throughput results from PubChem BioAssay.
# PrPC TRFRET – inhibitors of human cell surface prion protein PrPC; inhibition, % at 13.8 µM; AID 720596; actives 0.43% (n = 370,000); P04156; TR-FRET read-out; in the data active means inhibition above about 24%; further: 0% = median of the test wells and 100% = reference compound wells
# Y pestis TopoI – Y. pestis Topo-I inhibition via cleavage products; Y. pestis Topo-I cleavage product accumulation, plate reader; activity, % at 10 µM; actives 0.064% (n = 360,000); AID 504884; in the data active means activity above about 50%, passing the limit was not always enough; inconclusive means no clear call, values can overlap the other calls; further: inactives centre near 2
# TcdB inh – blocks C. difficile toxin B glycohydrolase activity; AID 652162; actives 0.24% (n = 350,000); inhibition, % at 9.99 µM; TcdB glycohydrolase enzymatic assay, plate reader; P18177; in the data active means inhibition above about 10%
# Anthrax LF prot – blocks Bacillus anthracis lethal factor protease. P15917. multiplex microsphere protease cleavage assay, LF. inhibition, % at 10 µM. actives 0.12% (n = 360,000). AID 588501; further: plate controls were buffer without enzyme for full effect and enzyme alone for no effect
# Target sequence (P15917 whole entry, looked up): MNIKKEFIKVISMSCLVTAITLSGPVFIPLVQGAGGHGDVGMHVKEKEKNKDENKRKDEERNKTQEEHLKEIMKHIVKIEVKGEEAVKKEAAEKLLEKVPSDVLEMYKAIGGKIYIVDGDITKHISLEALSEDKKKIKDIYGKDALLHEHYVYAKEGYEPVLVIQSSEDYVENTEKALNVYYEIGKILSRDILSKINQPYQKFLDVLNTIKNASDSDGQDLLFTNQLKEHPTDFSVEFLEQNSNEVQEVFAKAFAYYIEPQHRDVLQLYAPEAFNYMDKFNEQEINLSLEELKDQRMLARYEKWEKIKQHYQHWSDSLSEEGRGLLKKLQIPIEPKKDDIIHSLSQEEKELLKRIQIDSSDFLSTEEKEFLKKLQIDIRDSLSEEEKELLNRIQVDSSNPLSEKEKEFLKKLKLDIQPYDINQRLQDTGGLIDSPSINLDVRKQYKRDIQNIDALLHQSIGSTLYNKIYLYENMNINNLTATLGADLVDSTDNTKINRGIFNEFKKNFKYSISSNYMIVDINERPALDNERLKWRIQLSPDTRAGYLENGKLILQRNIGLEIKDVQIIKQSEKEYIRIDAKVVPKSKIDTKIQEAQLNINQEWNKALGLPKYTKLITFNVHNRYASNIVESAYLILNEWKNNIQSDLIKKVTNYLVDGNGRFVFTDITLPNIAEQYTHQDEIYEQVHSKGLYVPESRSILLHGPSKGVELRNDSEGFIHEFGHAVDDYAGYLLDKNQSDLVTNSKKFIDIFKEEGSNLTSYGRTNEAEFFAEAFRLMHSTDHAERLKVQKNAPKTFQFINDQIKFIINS
# SSB-PriA inh – blocks PriA binding to SSB C-terminal tail. AlphaScreen SSBct-PriA binding, biotinylated peptide. inhibition, % at 33 µM. AID 1272365. actives 0.6% (n = 430,000); in the data active means inhibition mostly above about 37%, no sharp cut-off; inactive means mostly below about 20%;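 further: plate controls were negative control peptide for no effect and reference peptide for full effect; strong numbers were not always called active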
# BH1578 lux ind – induces V. cholerae light production without autoinducers | actives 0.16% (n = 350,000) | activation, % at 18.7 µM | V. cholerae BH1578 lux reporter, luminescence, 6 h; in the data active means activation mostly above about 9.7%, no sharp cut-off; inconclusive means no clear call, values can overlap the other calls; inactive means mostly below about 3.7%; further: not every result past the cut was called active; inactives centre near 0; reference of the scale not given here
# PfHsp40 yeast – restores yeast growth despite PfHsp40 toxicity; growth rescue, % at 12.5 µM; actives 0.68% (n = 340,000); S. cerevisiae expressing PfHsp40, growth rescue, ATP luminescence; AID 504582; in the data active means growth rescue above about 28%, passing the limit was not always enough; inconclusive means no clear call, values can overlap the other calls;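 further: yeast W303a lacking pdr1 and pdr3 grown in galactose medium; growth measured after three days at 30 °C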
# SARS 3CLpro inh – SARS-CoV 3CLpro protease inhibition. P0C6X7. recombinant SARS-CoV 3CLpro, quenched FRET peptide cleavage. inhibition, % at 6 µM. actives 0.14% (n = 290,000). AID 1706; in the data active means inhibition above about 12%
# BoNT A protease – BoNT A light chain protease inhibition; actives 0.17% (n = 360,000); multiplex microsphere protease substrate cleavage, flow cytometry; inhibition, % at 10 µM; further: plate controls were buffer without enzyme for full effect and enzyme alone for no effect
# Active calls of the source: *; i = inactive; ? = inconclusive; . = no result given; & = joins results of further samples. Unless noted, no stated cut-off is given here; in the data, active means inhibition above about 30%; inconclusive means no clear call, values can overlap the other calls; inactive means below that. A portion of the library. The share of hits here may be higher or lower than overall.
# A first look (2 entries):
# Values in the order: BH1578 lux ind	SSB-PriA inh	PfHsp40 yeast	Anthrax LF prot	BoNT A protease	SARS 3CLpro inh	PrPC TRFRET	TcdB inh	Y pestis TopoI
COc1ccccc1C(=O)Nc1ccc(-c2nnn(CC(=O)N3CCOCC3)n2)cc1
 : i	10	-2.4	0	0.0	2	2	-0.1	-7
COc1ccc(CC(=O)N2CCN(c3ccccc3)CC2)cc1OC
 : 0.2	15	-0.4	-11	?	0	12	-0.7	-2

# Main list (from the top)
# Values in the order: BH1578 lux ind	SSB-PriA inh	PfHsp40 yeast	Anthrax LF prot	BoNT A protease	SARS 3CLpro inh	PrPC TRFRET	TcdB inh	Y pestis TopoI
COc1ccccc1C(=O)Nc1ccc(-c2nnn(CC(=O)N3CCOCC3)n2)cc1
 : i	10	-2.4	0	0.0	2	2	-0.1	-7
COc1ccc(CC(=O)N2CCN(c3ccccc3)CC2)cc1OC
 : 0.2	15	-0.4	-11	?	0	12	-0.7	-2
COc1ccccc1N(CC(=O)NC1CCCCC1)S(=O)(=O)c1cccs1
 : i	-15	0.7	-3	-0.3	7	-9	0.6	21
Cn1c(=O)n(C)c2cc(S(=O)(=O)N3CCCCC3)ccc21
 : -0.2	0	-1.0	0	-0.4	-9	10	0.9	9
Cc1cccc(NC2=C(Cl)C(=O)OC2OC(=O)c2ccco2)c1 (stereo not drawn)
 : -0.8	-14	0.1	0	0.7	-1	4	0.2	0
COc1ccc(C(Nc2ccccn2)c2oc(CO)cc(=O)c2O)cc1 (stereo not drawn)
 : -0.1	-4&-3&-10	5.1	0	-0.9	1	-3	-14	1
Cc1cc(C)c(C)c(S(=O)(=O)Nc2ccccc2C(=O)NCCCN2CCOCC2)c1C
 : -0.4	-16	-1.2	-8	-1.5	2	-4	1.7	8
c1ccc(CCNC2=NCCCS2)cc1
 : -0.1	-21	-1.1	-5	0.2	-1	0	.	-6
CCOC(=O)c1ccc(OCCOc2cccc(C)c2)cc1
 : 2.0	-16	0.8	-9	0.3	1	-4	0.2	37
O=C(Nc1nc2ccc(F)cc2s1)c1ccccn1
 : .	-6	.	.	.	0	22	1.4	.
Cc1ccc(C)c(S(=O)(=O)N2CCN(C(=O)CCC(=O)NCc3ccc(Cl)cc3Cl)CC2)c1
 : -0.5	1	0.2	-1	-0.8	.	1	1.0	16
O=c1ccnc(SCCc2ccccc2)[nH]1
 : -0.3	-16	-1.5	-6	-0.2	0	14	-2.7	-5
Cc1ccccc1NC(=O)c1cc(S(=O)(=O)N2CCCCC2)cs1
 : 0.5	-5	-1.0	-13	-1.3	-2	-3	.	4
CCn1c(SCC(=O)Nc2ccc(C)cc2)nnc1-c1cnccn1
 : -0.9	-14	0.5	-1	-0.9	1	1	4.4	-1
Cc1ccc(S(=O)(=O)NC2CC2)s1
 : 0.6	-7	-0.1	4	0.4	-1	2	-1.6	7
N#CC1=C2SCN(c3ccc(F)cc3)CN2C(=O)CC1c1cccc(F)c1 (stereo not drawn)
 : -0.1	0	2.9	-4	0.2	2	7	-0.7	5
CC(C)C(C(=O)C=[N+]=[N-])N1C(=O)c2ccccc2C1=O (stereo not drawn)
 : -1.3	5	1.6	-3	-0.3	2	4	.	0
CCN(Cc1ccccc1)C(=O)Cn1c(=O)n(CC(=O)N2CCCCC2)c(=O)c2sccc21
 : -0.7	7	0.2	-1	-1.0	-3	4	1.0	1
CCOc1cc(S(=O)(=O)NCc2ccccc2)c(OCC)cc1-n1cnnn1
 : -0.7	-6	-0.5	-2	?	-3	0	0.8	-1
Cc1cc(O)c(/C=N/Nc2ccccc2)c(=O)o1
 : -0.8	.	-0.9	-2	-0.1	-1	0	.	-3
O=C(NNC(=O)c1ccccc1O)c1cc2ccccc2o1
 : i	6	6.2	-1	-3.2	.	2	1.7	2
CCc1nn(C(C)C(=O)Nc2cccc(C)c2C)c(=O)c2cc3occc3n12 (stereo not drawn)
 : .	-3	-0.7	-2	-0.2	-3	-6	.	9
Cc1ccc(CNC(=O)COc2ccc(S(=O)(=O)N3CCOCC3)cc2)cc1
 : -0.7	4	0.5	1	-2.1	.	3	1.6	-4
O=C(CCc1nc2ccccc2c(=O)[nH]1)NCCN1C(=O)S/C(=C\c2ccc(OC(F)F)cc2)C1=O
 : -0.8	-22	1.8	-4	-0.4	.	5	-0.3	12
CCSc1nnc(NC(=O)CN(C)S(=O)(=O)c2ccc(F)cc2)s1
 : -0.5	-1	-0.3	2	0.3	1	2	1.3	10
Cc1ccc(S(=O)(=O)NC2=NCCC2)cc1
 : -0.2	-3	1.1	1	1.0	-2	-1	.	-5
CCNC(=O)CC1C(=O)N(c2ccc(C)cc2)C(=O)N1CCC(C)C (stereo not drawn)
 : 0.6	7	0.6	-6	-0.1	1	1	-0.2	5
Cc1ccc(CNC(=O)c2cccnc2)cc1
 : -0.4	4	.	.	.	.	5	1.4	-1
COc1cc2c(C(=O)N(C)c3ccc(F)cc3)cn(C)c(=O)c2cc1OC
 : i	-20	-0.9	1	-1.6	1	-3	-0.7	1
CCOC(=O)c1ccc(NC(=O)CSC2=NC(=O)C(CC)C(=O)N2)cc1 (stereo not drawn)
 : i	-2	-0.1	-2	0.3	5	6	.	14
CC1CC(C)(C)NC(=S)N1CCC(=O)N1c2ccccc2CC1C (stereo not drawn)
 : -0.3	-11	-0.9	-5	0.1	2	-5	-0.4	-3
CC1(C)CC(=O)C=C(C(=O)N2CCCC(CCC(=O)NCc3ccccc3F)C2)O1 (stereo not drawn)
 : -0.5	-18	-0.5	4	-0.1	8	-2	0.6	2
CCCn1c(C)cc(/C=C(\C#N)C(=O)OCC(=O)N(CC)c2c(N)n(Cc3ccccc3)c(=O)[nH]c2=O)c1C
 : -1.8	0	2.0	-5	-1.1	.	-9	1.0	21
O=C(O)C12CC3CC(C1)CC(n1ncc(N4CCN(c5ccccc5)CC4)c(Cl)c1=O)(C3)C2
 : i	2	0.6	-3	-0.5	3	-26	.	8
CC(=O)Nc1ccc(OCCC[n+]2cccc(C(=O)[O-])c2)cc1
 : -0.4	.	-1.1	-6	-1.1	1	0	-1.6	0
CC(=O)N1CCN(c2cccc(C)c2C)CC1
 : -2.9	-1	0.5	-5	3.1	2	4	.	8
O=C(O)Cc1sc(-c2ccc(Cl)cc2)nc1-c1ccccc1
 : i	13	7.2	-2	0.3	10	4	.	0
O=C(CN1CCN(C(=O)N2CCOCC2)CC1)Nc1cc(Cl)ccc1Cl
 : -0.2	2&-15	0.3	11	-3.5	3	-7	0.7	18
N#CCCN(Cc1ccccc1)C(=S)Nc1ccccc1
 : i	-11	0.7	-1	-0.7	2	-5	.	-7
CC(=O)c1ccc(OC(C)C)c(Cc2c(O)nc(N)[nH]c2=O)c1
 : 0.8	2	-0.1	-2	-1.0	3	-5	-0.2	2
O=C(O)c1nn(-c2cccc(C(F)(F)F)c2)ccc1=O
 : i	-12	-0.1	-2	0.8	-2	-4	1.0	4
CCCc1nc(SCC(=O)N2CCCC2)c2c(=O)n(C)c(=O)n(C)c2n1
 : i	-11	-0.4	5	0.0	0	6	2.7	4
O=C(O)CCCN1C(=O)/C(=C\c2ccco2)SC1=S
 : -0.6	-13	0.4	6	-1.2	2	-13	-1.6	-6
CCCN1CCC(=NNc2ccc(C(=O)O)cc2)CC1
 : i	-6	-2.2	2	0.3	2	3	0.7	-8
CCOc1ccc(NC(=O)CN(C)C(=O)c2cc(C)nc3ccccc23)cc1OCC
 : i	-3	0.4	1	-4.5	.	3	1.0	-3
CC(C)C[C@H]1CN=C(Nc2ccccc2)N1CC1CCC(C)CC1 (stereo partly drawn)
 : -0.1	5	3.6	-6	-0.3	0	.	.	11
COc1cc2c(cc1NC(=O)CSc1nnc(Cc3cccs3)n1Cc1ccco1)oc1ccccc12
 : -2.1	7	0.0	-3	0.1	-2	.	1.4	21
COCC(=O)Nc1ccc(S(=O)(=O)NCC2CCCO2)cc1 (stereo not drawn)
 : i	-18	-1.9	-5	-0.8	0	4	1.6	-5
COc1ccc(NC(=O)CN(C)C(C)C(=O)NC(=O)NC2CCCCC2)cc1 (stereo not drawn)
 : i	-8	0.2	-3	-1.5	-2	-3	-0.8	22
C[C@@H]1CN([C@@H](C)CO)C(=O)CCCn2nncc2CO[C@H]1CN(C)C(=O)Oc1ccccc1
 : 0.5	.	.	0	-0.7	.	8	1.8&-0.3&1.2	-1
CCCCNCCCCOc1ccccc1
 : 1.1	-6	-0.8	0	-0.6	-1	-2	.	-2
CCOc1ccccc1NC(=S)/C(=C(\[O-])c1ccc2c(c1)OCCO2)[n+]1ccc(CC)cc1
 : -9.1	19	3.6	13	11	3	-2	.	4
NC(=O)c1cccc(-c2ccnc3c2CC(C(=O)NCCC(F)(F)F)O3)c1 (stereo not drawn)
 : 1.3	.	.	-1	-0.3	.	5	-1.8	2
COc1ccccc1OCC(=O)Nc1sc2c(c1C(=O)NCC1CCCO1)CCC2 (stereo not drawn)
 : -6.2	-15	0.0	-1	-0.7	-1	2	.	-4
COc1ccc(-c2noc(N3CCCC(C(=O)Nc4ccccc4F)C3)n2)cc1 (stereo not drawn)
 : i	-9	1.9	-6	0.4	-3	4	1.9	-6
COc1cccc(Cn2cnc3c(N)c(C)c(C)cc32)c1
 : -0.7	26	0.0	-2	-1.1	8	-2	0.7	-13
CC(/C=C/c1ccc2c(c1)OCO2)=N/NC(=O)COc1ccc(C)cc1
 : -0.3	.	-1.2	0	-0.7	-2	8	.	5
CN1C[C@@H]2C(c3ccccc3)C3(c4ccccc4)CC2(C3)[C@H]1c1ccccc1 (stereo partly drawn)
 : -1.0	8	0.2	-6	-1.3	.	-6	0.7	14
CCOC(=O)c1sc(NC(=O)c2cccs2)cc1C
 : .	-7	1.4	1	0.3	1	0	.	-8
COc1ccc(C2NC(C(=O)O)Cc3c2[nH]c2ccccc32)cc1OC (stereo not drawn)
 : i	-14	-0.8	0	-0.1	-1	-4	.	-10

# Other structures
# Values in the order: BH1578 lux ind	SSB-PriA inh	PfHsp40 yeast	Anthrax LF prot	BoNT A protease	SARS 3CLpro inh	PrPC TRFRET	TcdB inh	Y pestis TopoI
CCc1cc2c(=O)n(-c3ccc(C)cc3)cnc2s1
 : -1.3	5	-1.0	0	0.3	5	10	.	-8
COC(=O)c1cnc(N2CCCN(S(=O)(=O)c3ccc(C(F)(F)F)cc3)CC2)nc1C(F)(F)F
 : -0.8	-10	0.8	.	.	-1	12	1.3	10
COc1ccccc1CC(=O)Nc1ccccc1C(=O)O
 : -0.4	-4	-0.6	1	0.4	5	-3	.	-7
O=C(O)Cn1cc(/C=C2\C(=O)NC(=O)N(c3ccc(Cl)cc3)C2=O)c2ccccc21
 : -0.9	-5	.	-20	2.0	4	1	-0.1	3
Cc1cc(C)c(C(O)c2ncc(-c3ccccc3C)[nH]2)c(C)c1 (stereo not drawn)
 : 0.2	.	.	-7	-0.3	.	-4	1.9	7
CCNc1cc2n(c(=O)n1)CCc1cc(OC)c(OC)cc1-2
 : i	-10	-0.8	-10	0.5	2	-6	1.5	5
Clc1ccccc1-c1nnc(-c2cccs2)o1
 : -0.1	-21	1.0	-3	1.3	6	-3	1.2	-16
CC(=O)c1ccccc1NC(=O)COC(=O)C1=NN(c2ccccc2)C(=O)CC1
 : i	-1	0.0	-17	-63	.	-4	-0.2	5
CC1Cc2ccccc2N1c1ncnc2c1nnn2Cc1ccccc1Cl (stereo not drawn)
 : 0.7	-9	1.1	-3	-0.1	-1	-3	.	3
CCCc1cc(N2CCCC(C(=O)NCc3ccc4c(c3)OCO4)C2)n2ncnc2n1 (stereo not drawn)
 : -0.5	-7	0.5	1	4.8	2	-6	0.7	2
O=C(COC(=O)c1ccncc1)c1ccc(Br)cc1
 : -0.3	-8	-0.7	-1	0.4	3	-4	0.6	4
CCCn1c(N)c(N(CCOC)C(=O)c2ccc(N3CCCC3=O)cc2)c(=O)[nH]c1=O
 : i	6	-1.7	-1	-0.8	.	1	-0.2	5
COc1ccc(CCN2C(=O)CS/C2=N/NC(=O)c2ccccc2F)cc1OC
 : 13	.	0.1	0	0.3	2	-1	1.0	6
